Screens (PubChem)
A549 viability: kills or reduces viability of A549 cells in Nrf2 counter-screen. A549 ARE-Fluc cells, CellTiter-Fluor viability, 18-24 h. Potency, µM (highest dose often 46 µM), for inactives: at the top dose activity change, negative = cytotoxicity, actives largely listed as inhibitors. actives 0.16% (n = 390,000); note: % is set by controls: 0 for no effect and ±100 for the full control effect
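A549 ARE-Fluc cells in 5% FBS OPTI-MEM, 5000 cells/well, rested 2 h then exposed to compounds in concentration-response for 18-24 h at 37 °C. Viability by CellTiter-Fluor fluorescence (Ex 405/Em 525) after 30 min; luciferase luminescence (BugLite, 15 min, RT) read afterwards.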
Nrf2 activator: activators of Nrf2 (ARE) signaling; actives 0.31% (n = 410,000); AREc32 ARE-luciferase reporter (MCF7-derived line), luminescence, 24 h; Potency, µM (doses to about 46.1 µM), for inactives: at the highest dose activation, hits mostly activators; AID 624171; note: % of control where 0% means no effect; nearly all actives have a fitted effect of over 65% in size
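Each well held 1000 AREc32 cells, which were incubated with compound for 24 hr at 37 deg C after overnight attachment, and ARE reporter activity was quantified by firefly luciferase luminescence.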
Nrf2 inh: inhibitors of Nrf2 signaling; A549 ARE-Fluc reporter, luciferase luminescence, 18-24 h; actives 2.1% (n = 360,000); AID 504444; Potency, µM (titrated, usually from 46 µM), without a hit: top-dose activity change, negative = inhibition, most hits filed as inhibitors; note: % is set by controls: 0 for no effect and ±100 for the full control effect; nearly all actives have a fitted effect of over 60% in size
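In this cell-based qHTS, ARE-driven firefly luciferase in A549 cells reports Nrf2 activity; the luminescent signal after BugLite lysis is the measured value, with a prior CellTiter-Fluor read for cell health.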
EPAC2 antag: blocks human EPAC2 exchange factor | Q8WZA2 | actives 0.18% (n = 360,000) | AID 720708 | Potency, µM (series often up to 114 µM), for the others: top-dose activity, negative = inhibition, actives largely listed as inhibitors | EPAC2 GEF exchange of Rap1B-BODIPY-GDP, fluorescence; note: % is set by controls: 0 for no effect and ±100 for the full control effect; nearly all actives have a fitted effect of over 45% in size; many of its hits are not listed in these tables
Target sequence (Q8WZA2 whole entry, looked up): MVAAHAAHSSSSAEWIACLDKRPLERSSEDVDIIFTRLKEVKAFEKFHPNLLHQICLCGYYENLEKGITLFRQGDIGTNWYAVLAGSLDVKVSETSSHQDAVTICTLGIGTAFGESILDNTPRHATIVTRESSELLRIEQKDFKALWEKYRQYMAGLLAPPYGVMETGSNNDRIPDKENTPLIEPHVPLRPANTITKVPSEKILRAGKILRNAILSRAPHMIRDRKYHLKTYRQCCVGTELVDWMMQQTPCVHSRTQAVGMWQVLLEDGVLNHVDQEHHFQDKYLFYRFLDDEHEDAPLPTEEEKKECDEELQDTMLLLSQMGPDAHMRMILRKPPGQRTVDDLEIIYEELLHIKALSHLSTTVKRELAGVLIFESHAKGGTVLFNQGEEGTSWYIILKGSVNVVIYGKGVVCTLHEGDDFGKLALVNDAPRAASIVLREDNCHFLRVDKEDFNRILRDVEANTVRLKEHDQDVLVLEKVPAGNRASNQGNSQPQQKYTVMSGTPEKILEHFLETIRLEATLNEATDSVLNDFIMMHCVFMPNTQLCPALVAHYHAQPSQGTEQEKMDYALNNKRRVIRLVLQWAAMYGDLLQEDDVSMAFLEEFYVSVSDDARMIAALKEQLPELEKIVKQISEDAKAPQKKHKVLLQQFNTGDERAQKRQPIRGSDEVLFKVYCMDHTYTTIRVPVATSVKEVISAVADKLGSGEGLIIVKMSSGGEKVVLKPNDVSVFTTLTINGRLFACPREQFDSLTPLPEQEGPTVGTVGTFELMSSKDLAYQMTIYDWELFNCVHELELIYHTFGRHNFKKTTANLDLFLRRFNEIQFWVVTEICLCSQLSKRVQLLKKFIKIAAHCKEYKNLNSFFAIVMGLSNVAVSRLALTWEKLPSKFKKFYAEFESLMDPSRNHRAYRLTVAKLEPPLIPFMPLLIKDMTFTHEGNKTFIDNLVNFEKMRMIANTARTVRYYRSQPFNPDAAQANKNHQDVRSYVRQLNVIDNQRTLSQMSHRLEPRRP
TGFb inhibitor: inhibitors of TGF-b signaling; HepG2 CAGA-GFP TGF-b/SMAD3 reporter, GFP fluorescence, 18 h; TGF-beta stimulated, 500 pg/mL final; actives 1.2% (n = 410,000); AID 588855; Potency, µM (doses to about 46.1 µM), for the others: at the top dose activity, negative = inhibition, hits mostly inhibitors; note: % is set by controls: 0 for no effect and ±100 for the full control effect; nearly all actives have a fitted effect of over 65% in size
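Using HEPG2 CAGA-GFP reporter cells at 1000 cells/well, we pinned test compounds, stimulated with recombinant TGF-beta (500 pg/mL final) and measured total well GFP after 18 h.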
HepG2 tox: counter-screen for TGF-b inhibitors: cytotoxicity in HepG2 cells. HepG2 CAGA-GFP viability, ATP luminescence, 18 h. Potency, µM (series often up to 46.1 µM), for inactives: at the highest dose activity change, negative = cytotoxicity, most hits filed as cytotoxic. actives 0.76% (n = 410,000); note: some results filed as inactive show a strong effect at the top dose
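HepG2 CAGA-GFP cells (1000/well, DMEM with 1% FBS) received compound, then TGF-beta at 500 pg/mL final, and were incubated 18 hours at 37 degrees C. Viability was read by CellTiter-Glo luminescence. Media-only wells were set as complete cell-killing and DMSO as no toxicity.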
MCF10A rerep: DNA re-replication induction in MCF 10a cells; actives 2.9% (n = 350,000); Potency, µM (series often up to 46.1 µM), for inactives: top-dose activity, positive = re-replication, hits mostly activators; AID 624296; MCF 10A DNA re-replication, Hoechst nuclear intensity, 48 h; note: % of control where 0% means no effect; nearly all actives have a fitted effect of over 50% in size
ATXN2 expr inh: inhibitors of ATXN2 expression; Potency, µM (series often up to 57 µM), without a hit: at the top dose activity change, negative = inhibition, hits mostly inhibitors; actives 0.72% (n = 360,000); HEK-293 ATXN2-luciferase reporter, luminescence, 24 h; note: % is set by controls: 0 for no effect and ±100 for the full control effect; nearly all actives have a fitted effect of over 55% in size
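qHTS (up to 57 uM final) was run with 24 h compound exposure of reporter cells at 37 °C. Each well was multiplexed: SteadyGlo luminescence measured ATXN2-luciferase expression after a fluorogenic Gly-Phe-AFC viability readout (25 uM final).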
S2 tox: cell viability loss in ATXN counter-screen; actives 0.49% (n = 400,000); Potency, µM (titrated, usually from 56.7 µM), actives largely listed as cytotoxic; AID 651635; S2 cells (HEK-293 line with an ATXN2-luciferase reporter) viability, CellTiter-Fluor protease fluorescence, 24 h; note: nearly all actives have a fitted effect of over 40% in size
Numbers without * were called inactive; i = inactive; u = inconclusive; x = not tested or not shown; & = joins results of further samples; [ ] = remark or other dose. Calls come from the whole dose curve; as a rule, active = well fitted curve in the direction sought with a large enough effect; inconclusive = small, poorly fitted or top-dose-only effect, or another doubt; inactive = no such curve, though single readings can be large; an effect the other way counts as inactive or inconclusive. Potency is the fitted concentration of half-maximal effect.

Molecule	MCF10A rerep	Nrf2 activator	EPAC2 antag	Nrf2 inh	A549 viability	HepG2 tox	S2 tox	ATXN2 expr inh	TGFb inhibitor
O=C(c1ccccc1[N+](=O)[O-])N1CCN(Cc2ccc3c(c2)OCO3)CC1	-5%	-0.6%	1%	-9%	1%	-6%	i	4%	-4%
CC12CN3CC(C)(CN(C1)C3c1cc3ccccc3[nH]1)C2=O (configuration not stated)	1%	-0.3%	5%[57.1 µM]	u	-1%	1%	i	-7%	4%
CCN(Cc1ccccc1)C(=O)CCS(=O)(=O)c1ccc2c(c1)CCN2C(C)=O	0%	-0.4%&4.9%	0%	u	-1%&6%	-17%&-8%	i	-8%&-4%	-11%&0%
O=C(COC(=O)C1CCC1)NCc1ccccc1Cl	-1%	-0.3%	-2%	-6%	8%	-26%	i	1%	0%
COc1ccc(NC(=O)NC2CCCc3ccccc32)c(OC)c1 (configuration not stated)	3%	-0.2%	1%	-20%	4%	-11%	i	-20%	-19%
CC(C)(C)OC(=O)N1CCN(C(=O)[C@H](Cc2ccc(O)cc2)n2cc(CCO)nn2)CC1	0%	-0.5%	5%	20%	8%	5%	i	8%	8%
CCCOc1ccc(C(=O)c2nc3c(n2O)CCCC3)cc1	3%	0.0%	0%	2%	-9%	-8%	x	x	-15%
CC(=O)c1cccc(NC(=S)NC2CC2)c1	-1%	-0.6%	0%	2%	-1%	12%	i	5%	9%
COc1cc(S(=O)(=O)N(Cc2ccccc2)CC2CCCO2)ccc1-n1cnnn1 (configuration not stated)	18%	0.2%	-10%	-24%	1%	-5%	i	-1%	12%
O=C(CN1C(=O)NC2(CCCCC2)C1=O)N1CCN(S(=O)(=O)c2ccc(F)c(F)c2F)CC1	7%	3.2%	-2%	0%	3%	-40%	i	1%	-7%
COc1cc(OC)c(NC(=O)c2noc3c2CSc2ccccc2-3)cc1Cl	x	5.9%	x	-13%	18%	-16%	x	x	-3%
Clc1ccc(CSc2snnc2-c2ccccc2)c(Cl)c1	28%	3.4%	-8%	29%	x	-27%	i	39%	-16%
OC(c1ccccn1)C(O)c1ccccn1 (configuration not stated)	-1%	-0.2%	13%	1%	-3%	15%	i	2%	-1%
O=C(NCc1ccccn1)c1cccc(S(=O)(=O)Nc2ccc(SC(F)F)cc2)c1	10%	0.2%	-1%	-28%	-5%	3%	i	0%	-9%
Cc1ccc(C(=O)C(C)OC(=O)C2CC(=O)N(C3CCCCC3)C2)cc1 (configuration not stated)	u	0.3%	-2%	9%	-1%	-11%	i	-2%	3%
COc1ccccc1NC(=O)c1ccc(NC(=O)CSc2ncn[nH]2)cc1	10%	0.2%	-9%	3%	-1%	-30%	i	16%	0%
CCCCC[C@@H](C)N1C[C@H](COCc2ccccc2)Oc2cc(N3CC[C@H](O)C3)ccc2S1(=O)=O	x	-0.9%	u	x	x	x	u	u	x
Cc1ccccc1-n1nnnc1SCC(=O)c1c(N)n(C)c(=O)n(C)c1=O	-2%	0.3%	6%	-1%	-1%	-17%	i	-3%	1%
N=c1c2c(ncn1Cc1ccco1)Oc1ccc3ccccc3c1C2c1ccccc1 (configuration not stated)	16µM*	3.7%	0%	u	u	-2%	x	22µM*	0%
CC(NC(=O)CSc1ncccn1)c1ccc2c(c1)OCO2 (configuration not stated)	5%	0.1%	-3%	2%	4%	-11%	i	0%	9%

Exported with two lines to a compound: 2 of the compounds above
Value order: MCF10A rerep	Nrf2 activator	EPAC2 antag	Nrf2 inh	A549 viability	HepG2 tox	S2 tox	ATXN2 expr inh	TGFb inhibitor
> CCCOc1ccc(C(=O)c2nc3c(n2O)CCCC3)cc1
  3%	0.0%	0%	2%	-9%	-8%	x	x	-15%
> CC(=O)c1cccc(NC(=S)NC2CC2)c1
  -1%	-0.6%	0%	2%	-1%	12%	i	5%	9%

Part of the list above in order of length of the SMILES, highest first:
Molecule	MCF10A rerep	Nrf2 activator	EPAC2 antag	Nrf2 inh	A549 viability	HepG2 tox	S2 tox	ATXN2 expr inh	TGFb inhibitor
O=C(CN1C(=O)NC2(CCCCC2)C1=O)N1CCN(S(=O)(=O)c2ccc(F)c(F)c2F)CC1	7%	3.2%	-2%	0%	3%	-40%	i	1%	-7%
O=C(c1ccccc1[N+](=O)[O-])N1CCN(Cc2ccc3c(c2)OCO3)CC1	-5%	-0.6%	1%	-9%	1%	-6%	i	4%	-4%
COc1ccccc1NC(=O)c1ccc(NC(=O)CSc2ncn[nH]2)cc1	10%	0.2%	-9%	3%	-1%	-30%	i	16%	0%
CC(NC(=O)CSc1ncccn1)c1ccc2c(c1)OCO2 (configuration not stated)	5%	0.1%	-3%	2%	4%	-11%	i	0%	9%
OC(c1ccccn1)C(O)c1ccccn1 (configuration not stated)	-1%	-0.2%	13%	1%	-3%	15%	i	2%	-1%

(listing goes on)
Molecule	MCF10A rerep	Nrf2 activator	EPAC2 antag	Nrf2 inh	A549 viability	HepG2 tox	S2 tox	ATXN2 expr inh	TGFb inhibitor
CC(=O)c1sc(NS(=O)(=O)c2ccc(C)cc2)nc1-c1ccccc1	u	0.0%	-21%	-6%	2%	-10%	i	-15%	-2%
COc1ccccc1C(=O)Nc1cccc(C(=O)N2CCOCC2)c1	-1%	-0.1%	11%	15%	-4%	15%	i	10%	-5%
Cc1cc(C(=O)N/N=C/c2ccc3ccccc3c2)n[nH]1	3%	0.0%	5%	21%	2%	6%	i	11%	-1%
COc1cccc(CN2CCNC(=O)C2CC(=O)N(C)C2CCOCC2)c1OC (configuration not stated)	-1%	2.3%	6%	-8%	1%	4%	i	0%	21%
CC(=O)N1CCN(Cc2nc3cc(NC(=O)Cn4nc(C)c5ccccc5c4=O)ccc3n2C)CC1	27%	0.0%	-3%	-2%	-1%	-28%	i	0%	-4%
NS(=O)(=O)c1ccc(NNC(=O)c2sccc2Cl)cc1	u	-0.3%	-5%	0%	-1%	1%	i	-5%	0%
O=C(Cc1ccccc1)N1CCC(O)(c2cccnc2)CC1	0%	-0.4%	-2%	24%	-4%	-33%	i	7%	0%
CC(=O)c1ccc(NC(=O)c2cnn3ccccc23)cc1	-8%	-3.3%	5%	u	-2%	-25%	i	u	2%
CCc1nc2ccc(C(=O)Nc3cccc(NS(C)(=O)=O)c3)cn2c1N(C=O)CCC(C)C	x	-0.1%	-6%	x	x	7%	i	-1%	19%
Brc1cccc(-c2nnc3n2CCC3)c1	-8%	0.5%	-2%	-16%	-7%	11%	i	-10%	10%
CC(=O)Nc1ccccc1Sc1ccccc1	-1%	-0.4%	-1%	0%	1%	6%	i	-4%	u
O=C(NCCc1c[nH]c2ccccc12)c1ccc(F)cc1F	11%	2.4%	-10%	u	1%	1%	i	87%[activator]	1%
COc1cc(C=NNC(=O)c2ccc(NS(=O)(=O)c3cccs3)cc2)cc(Br)c1O	5%	1.8%	0%	13%	-21%	4%	i	-2%	27%
c1ccc(C2CNCCc3ccccc32)cc1 (configuration not stated)	-4%	2.6%	-2%	-4%	4%	-19%	i	-19%	0%
O=C(/C=C/c1ccccc1[N+](=O)[O-])N1CCN(c2ccccc2F)CC1	11%	-0.2%	-2%	16%	1%	9%	i	8%	-3%
CC1=CC(c2ccccc2)n2nnnc2N1 (configuration not stated)	-2%	-0.2%	5%	-4%	-1%	-24%	i	1%	-13%
CCn1c(=O)cc(SCC(=O)NCc2ccc(C)o2)c2ccccc21	21µM*	0.5%	7%	u	u	-24%	i	1%	-7%
O=C(NCCc1ccccc1)/C(=N\O)c1ccccc1	7%	2.7%	-9%	u	7%	-6%	i	46%[activator]	16%
Cc1nonc1C(=O)N/N=C/c1cc2c(cc1Br)OCO2	18%	0.2%	-1%	2%	3%	-4%	i	-1%	-7%
CCOC(=O)c1csc(NC(=O)CCSc2ccccc2)n1	20%	9.5%	7%	u	-11%	3%	i	x	-19%
O=C(c1cccs1)N1C[C@@H](n2cc(C3CC3)nn2)[C@H](O)C[C@@H]1c1ccc(Cl)cc1	x	-1.5%	6%	x	x	-10%	i	-8%	-14%
COc1ccccc1N1CCN(C(=O)c2cc(=O)c3c(C)cc(C)cc3o2)CC1	4%	0.4%	-14%	-4%	1%	18%	i	-6%	5%
CCC(C)Cn1c(COc2ccc(OC)cc2)nc2ccccc21 (configuration not stated)	x	0.1%	x	-21%	-7%	-15%	i	-1%	-22%
Cc1cccc(-n2c(SCC(=O)NCc3ccco3)nnc2-c2ccco2)c1	-4%	0.0%	-2%	-3%	7%	1%	i	-2%	-3%
O=C(Nc1ccc(S(=O)(=O)Nc2ncccn2)cc1)C1CC(=O)N(c2ccc(Cl)cc2)C1 (configuration not stated)	4%	-0.3%	3%	4%	0%	-4%	i	-16%	-5%
O=C(CN1CCc2ccccc21)NC(=O)NCc1ccco1	-2%	5.2%	4%	12%	5%	-12%	i	4%	-3%
C=CCOC(=O)c1cn(CC)c2nc(C)ccc2c1=O	-7%	0.3%	4%	9%	1%	8%	i	-26%	-4%
CN(C)S(=O)(=O)c1ccc(Cl)c(NC(=O)COC(=O)CCSc2ccccc2)c1	9%	2.1%	0%	8%	6%	-1%	i	-8%	-13%
Cc1ccc(OCCCC(=O)N(C)CC(=O)Nc2c(C)cccc2C)cc1	x	-0.9%	17%	x	x	2%	i	x	-1%
Cc1occc1-c1nnc(SCC(=O)N2CCOCC2)n1CCc1ccccc1	2%	-0.6%	6%	-4%	4%	4%	i	0%	0%
CC(C)c1ccc(NC(=O)CNC(=O)Cn2cnc3ccccc3c2=O)cc1	0%	3.1%	-5%	2%	5%	-1%	i	0%	6%
COc1ccc(C(=O)NCCCNc2nc3cc(C)cc(C)c3cc2C#N)cc1	x	0.8%	-11%	x	x	0%	i	-18%	-3%

Only part of the results is shown; count on the stated rates, not on these rows.
